# BRCA1 expr act – qHTS Assay to Identify Small Molecule Activators of BRCA1 Expression | MCF7-BRCA1-FFLuc reporter, luminescence, 48 h; response scale: scaled: vehicle 0%, 10 µM genistein 100% | Potency, µM (series often up to 46.1 µM), for inactives: at the top dose activation, most hits filed as activators | 380,000 tested, 1.1% active; note: nearly all actives have a fitted effect of over 80% in size; some results filed as inactive show a strong effect at the top dose
#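 Using MCF7 cells harboring a BRCA1 firefly luciferase reporter, plated 2 h before compound pinning, the screen measured luminescence after 48 h incubation. Responses were normalized to DMSO and 10 microM genistein, then fitted for concentration-effect.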
# RORgamma inh – qHTS for inhibitors of ROR gamma transcriptional activity; Drosophila S2 Gal4-RORgamma UAS-luciferase reporter, 20 h; Potency, µM (highest dose often 53.6 µM), for inactives: at the highest dose activity change, negative = inhibition, usual class: inhibitors; 310,000 tested, 5.4% active; note: % is set by controls: 0 for no effect and ±100 for the full control effect; nearly all actives have a fitted effect of over 60% in size
# Target sequence (P51450 whole entry, looked up, the tested form may be a part): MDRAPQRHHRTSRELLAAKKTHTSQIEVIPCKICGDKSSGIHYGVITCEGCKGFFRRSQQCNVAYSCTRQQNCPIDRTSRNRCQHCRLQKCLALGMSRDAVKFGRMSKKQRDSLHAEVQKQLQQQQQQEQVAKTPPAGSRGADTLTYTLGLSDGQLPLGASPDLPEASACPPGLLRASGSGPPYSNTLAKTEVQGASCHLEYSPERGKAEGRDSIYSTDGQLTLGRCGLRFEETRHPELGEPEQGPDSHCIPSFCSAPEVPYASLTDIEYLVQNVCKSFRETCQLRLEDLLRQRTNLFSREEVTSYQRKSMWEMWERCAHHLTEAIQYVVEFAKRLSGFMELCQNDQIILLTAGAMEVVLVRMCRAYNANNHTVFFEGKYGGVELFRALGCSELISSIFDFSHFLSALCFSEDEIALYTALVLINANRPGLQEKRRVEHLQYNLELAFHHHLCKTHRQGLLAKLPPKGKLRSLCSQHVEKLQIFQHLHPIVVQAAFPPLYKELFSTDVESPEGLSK
#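 Using a luciferase readout, inhibitors were identified by reduced reporter activity in Drosophila cells coexpressing a copper-inducible Gal4–ROR gamma fusion and UAS-driven Photinus luciferase, incubated 20 hr after 700 uM copper sulfate.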
# Rab9 promoter act – qHTS Assay for Rab9 Promoter Activators; Potency, µM (series often up to 9.22 µM), inactives show top-dose activation, negative = inhibition, actives largely listed as activators; Huh7 Rab9 promoter-luciferase reporter, luminescence, 24 h; 320,000 tested, 2.8% active; note: % of control where 0% means no effect; nearly all actives have a fitted effect of over 60% in size
#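 Luciferase signal after 10 min detection reagent at ambient indicates Rab9 promoter upregulation; stably transfected Huh7 cells were treated 24 h with compound in DMSO at 37 °C, 5% CO2.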
# VP16 counter – VP16 counterscreen qHTS for inhibitors of ROR gamma transcriptional activity. AID 2546, 2010. 310,000 tested, 3.5% active. Potency, µM (titrated, usually from 53.6 µM), for the others: top-dose activity, negative = inhibition, hits mostly inhibitors. Drosophila S2 Gal4-VP16 UAS-luciferase, luminescence, 20 h;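 note: Gal4-VP16 expression switched on by copper sulfate through the metallothionein promoter; % is set by controls: 0 for no effect and ±100 for the full control effect; nearly all actives have a fitted effect of over 50% in size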
# ELG1 genotoxic – qHTS screen for small molecules that induce genotoxicity in human embryonic kidney (HEK293T) cells expressing luciferase-tagged ELG1; Potency, µM (titrated, usually from 46 µM), inactives show at the top dose activity change, positive = activation, most hits filed as activators; HEK293T ELG1-luciferase reporter, luminescence, 16 h; 330,000 tested, 1.3% active; note: % of control where 0% means no effect; nearly all actives have a fitted effect of over 60% in size
#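 Quantitative HTS format in 1536-well plates. HEK293T ELG1-luciferase reporter cells receive test compound and are incubated 16 hr at 37 °C, 5% CO2; ONE-Glo added, 30 min room temperature, then luminescence read.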
# p53 reactivation – qHTS assay for re-activators of p53 using a Luc reporter. H1299 p53-A138V BP100-luciferase reporter, luminescence, 24 h. Potency, µM (highest dose often 92.2 µM), without a hit: at the top dose activity change, positive = activation, actives largely listed as activators. 320,000 tested, 0.063% active. AID 504706, 2011; note: % of control where 0% means no effect; nearly all actives have a fitted effect of over 45% in size
#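 H1299 (p53-null), stable ts p53-A138V + BP100-Luc; 1000 cells/well, Opti-MEM/10% FBS; cpd 4 pt, 1:5; 24 h, 37 deg C, 5% CO2; detection reagent 10 min RT; luminescence.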
# uPA generation – qHTS for Inhibitors of Cell Surface uPA Generation. 330,000 tested, 0.31% active. cell surface uPA generation assay, qHTS. Potency, µM (highest dose often 38.3 µM), for inactives: at the highest dose activity change, negative = inhibition, hits mostly inhibitors; active = well fitted inhibition curve with a large enough effect; inconclusive = small, poorly fitted or top-dose-only effect; inactive = no such curve, though single readings can be large or run the other way; tested in mouse RAW 264.7 cells; note: % is set by controls: 0 for no effect and ±100 for the full control effect; nearly all actives have a fitted effect of over 55% in size
# NPC1 promoter act – qHTS Assay for NPC1 Promoter Activators; Huh7 NPC1 promoter luciferase reporter, 24 h; Potency, µM (doses to about 9.22 µM), for inactives: top-dose activation, actives largely listed as activators; 320,000 tested, 2.4% active;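 note: % of control where 0% means no effect; nearly all actives have a fitted effect of over 60% in size; reporter is driven by a mutant NPC1 promoter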
#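 Luciferase expression driven by the NPC1 promoter was measured in stably transfected Huh7 cells after a 24 h compound incubation, using a luciferase reagent and a luminescence read.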
# FLuc counter – qHTS profiling assay for firefly luciferase inhibitor/activator using purifed enzyme and Km concentrations of substrates (counterscreen for miR-21 project). Luciferin 4-monooxygenase (Photinus pyralis), P08659. purified FLuc, Km substrates, luminescence inhibition. Potency, µM (titrated, usually from 57.5 µM), without a hit: top-dose activity change, negative = inhibition, most hits filed as inhibitors. 360,000 tested, 6.9% active;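 note: plate controls were vehicle for no effect and reference inhibitor for full effect; nearly all actives have a fitted effect of over 55% in size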
# Target sequence (P08659 whole entry, looked up): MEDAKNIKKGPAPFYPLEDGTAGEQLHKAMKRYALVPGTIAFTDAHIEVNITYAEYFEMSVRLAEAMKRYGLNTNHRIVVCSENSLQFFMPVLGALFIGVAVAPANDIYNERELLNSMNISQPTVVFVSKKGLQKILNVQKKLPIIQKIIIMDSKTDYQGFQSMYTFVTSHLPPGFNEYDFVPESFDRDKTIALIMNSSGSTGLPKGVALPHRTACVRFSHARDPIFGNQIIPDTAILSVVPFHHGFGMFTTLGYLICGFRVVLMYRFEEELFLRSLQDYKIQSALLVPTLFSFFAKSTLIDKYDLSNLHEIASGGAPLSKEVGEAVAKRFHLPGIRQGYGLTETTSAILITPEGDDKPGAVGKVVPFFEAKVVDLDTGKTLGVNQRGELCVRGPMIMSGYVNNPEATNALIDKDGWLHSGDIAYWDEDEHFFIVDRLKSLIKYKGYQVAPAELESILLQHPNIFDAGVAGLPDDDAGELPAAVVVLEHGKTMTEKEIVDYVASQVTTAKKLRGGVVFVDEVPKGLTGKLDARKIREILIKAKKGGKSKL
#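 Purified P. pyralis luciferase, 10 nM final, with Km-level 10 uM D-luciferin and 10 uM ATP in 50 mM Tris acetate pH 7.5, 10 mM Mg acetate, 0.01% Tween-20, 0.05% BSA; 6-point qHTS titration about 60 µM downward; luminescence read.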
# MBNL1 CUG block – qHTS Assay for Inhibitors of MBNL1-poly(CUG) RNA binding | Muscleblind-like protein 1 (Homo sapiens), Q9NR56 | TR-FRET MBNL1-His/biotin-(CUG)12 binding, 665/545 ratio | Potency, µM (titrated, usually from 57.5 µM), inactives show at the highest dose activity change, negative = inhibition, actives largely listed as inhibitors | 280,000 tested, 0.036% active | AID 2675, 2010; active = well fitted inhibition curve with a large enough effect in the signal ratio, with a control signal flat, not every such curve was filed as active; inconclusive = small, poorly fitted or top-dose-only effect, or effect the other way, or a change in a side signal; inactive = no such curve, though single readings can be large or run the other way; the % refers to the signal ratio; note: % is set by controls: 0 for no effect and ±100 for the full control effect
#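 TR-FRET between His-tagged MBNL1 and biotin-(CUG)12 RNA, detected with Tb anti-His antibody (0.055 ng/ul) and streptavidin-XL665 (5 nM), 60 min at room temperature. Compounds titrated 92 nM to 58 uM; 665/545 nm ratio normalized to buffer and complex controls.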
# * = called active by the depositor; ? = inconclusive; nt = no result given; [ ] = remark or other dose. Unless noted, calls come from the whole dose curve; as a rule, active = well fitted curve in the direction sought with a large enough effect; inconclusive = small, poorly fitted or top-dose-only effect, or another doubt; inactive = no such curve, though single readings can be large; an effect the other way counts as inactive or inconclusive. Potency is the fitted concentration of half-maximal effect.
# Each structure is followed by: BRCA1 expr act, RORgamma inh, Rab9 promoter act, VP16 counter, ELG1 genotoxic, p53 reactivation, uPA generation, NPC1 promoter act, FLuc counter, MBNL1 CUG block
[1] Cc1ccc(N(CCC#N)C(=O)CSc2nnc3ccccn23)cc1
  -4%, nt, -5%, nt, 0%, -2%, 15%, -9%, -2%, nt
[2] O=C(Nc1ccccc1)Nc1ccc(C(F)(F)F)cn1
  73%, 31%, ?, 25%, 8%, 5%, 19%, ?, ?, -8%
[3] Cc1ccc(S(=O)(=O)N2CCOCC2)cc1NC(=O)COC(=O)c1cc(=O)[nH]c2ccccc12
  0%, 6%, -1%, -20%, 2%, 19%, 2%, -4%, 1%, 22%
[4] COc1cccc(NC(=O)CCCn2c(=O)[nH]c3ccccc3c2=O)c1
  -12%, -31%, 5%, -9%, -1%, 5%, 0%, -3%, 1%, -9%
[5] CC(=O)OC1CC[C@@]2(C)C(CCC3C2CC(=O)[C@@]2(C)C3CC3CC(C)=CC(=O)C32)C1 (stereo partly drawn)
  -6%, 27%, 0%, -4%, -7%, -2%, 5%, 1%, 1%, -5%
[6] Fc1cccc(CNC2CCN(CCc3ccccc3)CC2)c1
  -19%, -3%, -3%, 2%, -3%, nt, -13%, 0%, 6%, 0%
[7] CCOc1cc(C(=O)Nc2cc(C)on2)cc(OCC)c1OCC
  -34%, 2.2µM*, 1%, 1%, -10%, -13%, -1%, 2%, 6%, 0%
[8] COc1ccc(CC(=O)N/N=C/c2sccc2C)cc1
  15%, 5%, 12%, ?, 1%, 11%, 4%, 1%, ?, ?
[9] COC(c1ccccc1)c1nnc(CCC(=O)NCc2ccc3ncccc3c2)o1 (stereo not drawn)
  11%, 0%, -1%, 1%, -3%, 1%, -1%, 0%, -2%, -1%
[10] Cn1cc(/C=N/NC(=O)c2ccc(C#N)cc2F)c2ccccc21
  7%, 5µM*, -5%, ?, 0%, 0%, -4%, 5%, ?, 14%
[11] CCCCc1ccc(NC(=S)Nc2cccnc2)cc1
  -4%, 13µM*, 0%, 13µM*, 0%, ?, 0%, 0%, 1%, -7%
[12] Cc1ccc(S(=O)(=O)N[C@@H](Cc2ccccc2)C(=O)N2CCC(C(=O)N[C@H](C(=O)O)C(C)O)CC2)cc1 (stereo partly drawn)
  3%, -24%, -8%, 2%, 2%, 4%, 9%, -1%, 0%, 2%
[13] OC(C#CCN1CCCC1)c1ccccc1 (stereo not drawn)
  32%, 6%, -9%, -1%, 1%, 3%, 5%, 2%, 0%, -3%
[14] CC(O)c1nc2ccccc2n1CCCCOc1ccccc1 (stereo not drawn)
  1%, 24%, -12%, 29%, -5%, -5%, 1%, -3%, 1%, 6%
[15] CC(C)CC(NC(=O)/C(=C/c1ccco1)NC(=O)c1ccc(Br)o1)C(=O)O (stereo not drawn)
  -1%, 23%, 10%, -1%, 1%, ?, -1%, 0%, -14%, 6%
[16] COc1ccccc1OCCOc1ccc(/C=C2\C(=N)N3N=C(S(C)(=O)=O)SC3=NC2=O)cc1
  -6%, ?, -2%[1.84 µM], -7%, 0%, 0%, 2%, -3%, ?, 1%
[17] Cc1[nH][nH]c(=O)c1C(c1ccc(O)c([N+](=O)[O-])c1)c1c(C)[nH][nH]c1=O
  -3%, -38%, -2%, -5%, 10%, 10%, -1%, 0%, 1%, ?
[18] CCCC(=O)Nc1cc2c(cc1C(=O)c1ccccc1)OCCO2
  -17%, 1%, -6%, 1%, 1%, -15%, 11%, -5%, 1%, 0%
[19] O=C(COC(=O)c1ccc(N2CCCC2=O)cc1)NCc1ccco1
  0%, -1%, -4%, 1%, 1%, -2%, 2%, 2%, -5%, -7%
[20] CN1CCC(N(C)S(=O)(=O)c2ccc(NC(=O)COc3ccc([N+](=O)[O-])cc3)cc2)CC1
  -11%, nt, -3%, nt, 0%, 2%, -1%, 0%, -1%, nt
[21] COc1ccccc1N(CCC#N)C(=S)Nc1ccc(S(=O)(=O)N2CCOCC2)cc1
  -3%, nt, nt, nt, -1%, -3%, 3%, nt, nt, nt
[22] CCn1cc(C(=O)O)c(=O)c2cnc(N3CCN(C(=S)Nc4ccccc4C(F)(F)F)CC3)nc21
  -22%, 0%, -8%, 0%, -12%, 3%, -1%, -5%, -1%, -10%
[23] Cc1noc(C)c1COc1cccc(C(=O)OC(C)C(=O)Nc2ccc3c(c2)OCO3)c1 (stereo not drawn)
  -37%, 14%, -14%, 13%, ?, -9%, ?, -12%, 4%, 2%
[24] CCOc1ccccc1NC(=O)CCC(=O)Nc1nnc(C2CCCCC2)s1
  -22%, -2%, 3%, -18%, -1%, 7%, -4%, 0%, -2%, -4%
[25] Cc1ccc(C)c2c1cc(C)c1nnc(SCc3ccccn3)n12
  -2%[1.84 µM], ?, 1%, 5%, 0%, -3%, 3%, 0%, -1%, 13%
[26] O=C(O)CCCC(=O)N1CC(=O)Nc2ccccc21
  25%, 0%, -6%, 1%, 1%, 1%, 5%, -5%, 4%, -4%
[27] Cc1ccc(/C=N/n2c(-c3ccccn3)n[nH]c2=S)o1
  6%, ?, 1%, 3%, 0%, -2%, -7%, 1%, 0%, nt
[28] O=C(CCC(=O)N1CCOc2ccc(Cl)cc21)N1CCN(c2ccccn2)CC1
  -5%, 17%, 2%, -5%, -2%, nt, 8%, -3%, 5%, -15%
[29] CC(C)Cc1ccc(CN2CCCC(NC(=O)CCn3cnnn3)C2)cc1 (stereo not drawn)
  -4%, 8%, 0%, -19%, -4%, 11%, 0%, -3%, -9%, -5%
[30] Cc1ccc([N+](=O)[O-])cc1NC(=O)C1CCCC1
  11%, -2%, -1%, 5%, -2%, 12%, -2%, -1%, -1%, ?

# Whole records, looked up by structure. Values in the order: BRCA1 expr act | RORgamma inh | Rab9 promoter act | VP16 counter | ELG1 genotoxic | p53 reactivation | uPA generation | NPC1 promoter act | FLuc counter | MBNL1 CUG block
# CCn1cc(C(=O)O)c(=O)c2cnc(N3CCN(C(=S)Nc4ccccc4C(F)(F)F)CC3)nc21 reads -22% | 0% | -8% | 0% | -12% | 3% | -1% | -5% | -1% | -10%
# Cc1ccc([N+](=O)[O-])cc1NC(=O)C1CCCC1 reads 11% | -2% | -1% | 5% | -2% | 12% | -2% | -1% | -1% | ?

# (further entries)
# Each structure is followed by: BRCA1 expr act, RORgamma inh, Rab9 promoter act, VP16 counter, ELG1 genotoxic, p53 reactivation, uPA generation, NPC1 promoter act, FLuc counter, MBNL1 CUG block
[31] COc1ccc(CNC(=O)COC(=O)C2CC3C=CC2C3)cc1 (stereo not drawn)
  3%, ?, 3%, -5%, 0%, -11%, -12%, 0%, 0%, -13%
[32] CC1CCC(Nc2nnnn2-c2ccccc2)CC1 (stereo not drawn)
  -20%, 4%, -7%, -3%, -4%, -1%, -14%, -5%, -16%, -24%
[33] CCN(CC)CCn1c(SCC(=O)Nc2ccc3c(c2)CCC3)nc2ccccc2c1=O
  -1%, nt, -2%, nt, ?, ?, -13%, 0%, nt, nt
[34] CC1CCCCC1NC(=O)COC(=O)c1ccc(S(=O)(=O)N2CCOCC2)cc1 (stereo not drawn)
  41%, -1%, -6%, 1%, 0%, 7%, -4%, -2%, 0%, -3%
[35] O=C(CCNS(=O)(=O)c1cccc2nonc12)N1CCN(c2cccc(Cl)c2)CC1
  -16%, ?, 3%, -14%, -7%, -2%, -10%, 2%, 12%, ?
[36] CN(C)CCNC(=O)c1onc(CSc2ccc(F)cc2)c1C(=O)NCCN(C)C
  0%, 16%, -5%, -2%, 3%, 0%, 2%, -7%, 0%, -6%
[37] CCOc1ccc(OCCOCCN2CCc3ccccc3C2)cc1
  1%[1.84 µM], -2%, -9%, -3%, -1%, 15%, 2%, -6%, 0%, -4%
[38] CC(=O)N1CCN(S(=O)(=O)c2cccc(C(=O)Nc3nc4ccccc4[nH]3)c2)CC1
  -8%, ?, 1%, -23%, -3%, 3%, -11%, -2%, 3%, -12%
[39] CN(C)/C=N/c1ncc(C(=O)c2ccc(Cl)cc2Cl)s1
  18%, 0%, 15%, 1%, 1%, -4%, -10%, 6%, -11%, ?

# RORgamma inh: hit marks shown above.
no.	Molecule	RORgamma inh	Rab9 promoter act	p53 reactivation	uPA generation	NPC1 promoter act
7	CCOc1cc(C(=O)Nc2cc(C)on2)cc(OCC)c1OCC	2.2µM*	1%	-13%	-1%	2%
10	Cn1cc(/C=N/NC(=O)c2ccc(C#N)cc2F)c2ccccc21	5µM*	-5%	0%	-4%	5%
11	CCCCc1ccc(NC(=S)Nc2cccnc2)cc1	13µM*	0%	?	0%	0%

# Source: PubChem BioAssay
